Dengue-2 NS5 capping: flavivirus cap methylation enzyme inhibition – biochemical, confirmation dose response, primary screen (AID 588689). one-dose inhibition, % at 25 µM; IC50 in µM for titrated hits. 340,000 tested, 0.3% active. Dengue-2 NS5 methyltransferase capping enzyme assay, biochemical; higher % means a stronger effect; in the data active = a potency from the dose series; inconclusive = inhibition above about 29% without an active follow-up result
HEK293 NOD2/NF-kB: inhibition of NOD2-driven NF-kB reporter – cell-based, luminescence, uHTS, HEK293 (AID 1566); HEK293 NOD2/NF-kB luciferase reporter, luminescence; higher % means a stronger effect; inhibition, % at 4 µM, or EC50 in µM where a hit was titrated; 290,000 tested, 0.63% active; also: many of its hits are not listed in these tables
SIAH1 antagonists: Siah-1 peptide-binding antagonists, primary screen, biochemical, fluorescence polarization, rhodamine-plectin, uHTS (AID 1817) | 290,000 tested, 0.02% active | displacement, % at 20 µM, or IC50 in µM where a hit was titrated | Siah-1 / rhodamine-plectin peptide fluorescence polarization; higher % means a stronger effect;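 active = displacement of at least 50% at 20 µM, with a fluorescence ratio check between 0.3 and a set limit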;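 also: plate controls were Siah plus tracer with DMSO for no effect and tracer alone without Siah for full effect; strong numbers were not always called active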
AID2073: inhibitors of Mint1-CaV2.2 protein interaction, biochemical, HTRF (AID 2073); HTRF protein-protein interaction, Mint1-CaV2.2; higher % means a stronger effect; inhibition, % at 20 µM; hits with a dose series show IC50 in µM; 290,000 tested, 0.19% active; in the data active = inhibition mostly above about 51%, no sharp cut-off; inconclusive = no clear call, values can overlap the other calls; inactive = mostly below about 53%; also: some results filed as inactive read as strong as hits
LYP inhibition: inhibitors of LYP phosphatase, biochemical, fluorescence intensity, uHTS (AID 1779) | inhibition, % at 11.5 µM, or IC50 in µM where a hit was titrated | 290,000 tested, 0.054% active | recombinant LYP phosphatase, fluorescence intensity; higher % means a stronger effect;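 also: plate controls were vehicle with enzyme for no effect and no enzyme for full effect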
HIV peptide binding: inhibitors of HIV fusion peptide binding, primary screen, biochemical, uHTS, fluorescence dequenching (AID 1986); 290,000 tested, 0.3% active; inhibition, % at 20 µM, or IC50 in µM where a hit was titrated; cell-free peptide binding, fluorescence dequenching, 30 min; higher % means a stronger effect; in the data active = inhibition mostly above about 52%, no sharp cut-off; inactive = mostly below about 76%; also: some results filed as inactive read as strong as hits
Hep lipid drop: hepatic lipid droplet formation modulation; inhibition, % at 6.5 µM; AID 1656; AML12 mouse hepatocytes, oleate lipid droplets, BODIPY imaging; 240,000 tested, 0.4% active;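 active = lipid droplet intensity inhibited by at least 50%, with more than 500 cells counted; inconclusive = wells with under 300 cells, treated as cytotoxic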
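Test system: AML12 mouse liver cells; schedule: overnight exposure; technique: high-content imaging of BODIPY-stained droplets and DAPI nuclei; read-out: % inhibition of corrected integrated BODIPY droplet signal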
XIAP displacement: small molecules displacing peptide from XIAP – biochemical, IAP family, fluorescence polarization (AID 1018); XIAP BIR domain, fluorescence polarization peptide displacement; higher % means a stronger effect; displacement, % at 20 µM; hits with a dose series show IC50 in µM; 200,000 tested, 0.007% active; in the data active = displacement above about 50%; also: a part of the inactive calls stands beside numbers as strong as those of hits
Myeloid diff 2: compounds promoting myeloid differentiation | calls only at 10 µM | 360,000 tested, 1% active | ER-HoxA9 myeloid progenitors, lysozyme-GFP differentiation, flow cytometry;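 active = normalized GFP-positive differentiation at or above the plate's own cutoff, the solvent-only control mean plus 3 SD; inconclusive = no clear call, values can overlap the other calls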;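 also: cells exposed to compound for four days before flow analysis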
Hep lipid drop cells 6.5 µM: further read-out of Hep lipid drop, marked with its call; cell count; measured here: cell count, cytotoxicity flag;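 cells counted across two imaged fields per well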
Dengue-2 NS5 capping pilot replicate: recorded beside Dengue-2 NS5 capping, whose call it bears; inhibition, %; measured here: pilot screen replicate inhibition
Myeloid diff 2 GFP+ MAC1+ %: recorded beside Myeloid diff 2, whose call it bears; GFP+ MAC1+ double positive, %; measured here: differentiation confirmed by MAC1 staining
Starred values were filed as active, the others as inactive; i = inactive; ? = inconclusive; / = no result given; + = active, no number. Rule as the data show it, unless noted: active = inhibition above about 50%; inactive = the rest. These rows are one share of the data, so the mix of outcomes need not match the whole.

SMILES	Dengue-2 NS5 capping	HEK293 NOD2/NF-kB	SIAH1 antagonists	AID2073	LYP inhibition	HIV peptide binding	Hep lipid drop	Hep lipid drop cells 6.5 µM	XIAP displacement	Myeloid diff 2	Myeloid diff 2 GFP+ MAC1+ %	others
Cn1c(=O)cc(OCCCC(=O)NCc2ccc3c(c2)OCO3)c2ccccc21	-2%	-2%	0%	8%	0%	0.4%	/	/	-3.4%	i	1.4
COc1cc2cc(CN(C(=O)NC3CCCCC3)C3CCCC3)c(=O)[nH]c2cc1OC	0%	-4%	4%	11%	-2%	-1.0%	/	/	-1.2%	i	1.3
NC(=S)COc1ccccc1	4%	-11%	7%	8%	-5%	-1.7%	8	662	/	i	0.3
CN1C(=O)C(/C(N)=N/NC(=O)c2ccccc2)C2CC1(C)Oc1ccccc12 (centres undefined)	-4%	4%	4%	1%	3%	-2.2%	0	538	-2.7%	i	0.2
COc1ccc(OCCCCN(C)Cc2ccccc2)cc1	-3%	-5%	6%	0%	-6%	-1.1%	2	790	/	i	0.6	Dengue-2 NS5 capping pilot replicate=6.1
CCc1nc(Nc2cccc(OC)c2)c2oc3ccccc3c2n1	2%	-2%	-4%	7%	-6%	0.4%	-6	819	/	i	0.3
CCOC(=O)c1c(C)[nH]c(C)c1S(=O)(=O)NCC1CCN(Cc2ccccc2OC)CC1	-5%	7%	-1%	14%	-1%	-1.0%	-51	761	/	i	0.8
O=C(CCC(=O)c1cccs1)OCC(=O)N1CCN(C(=O)c2ccco2)CC1	-10%	2%	-4%	-2%	-14%	1.5%	/	/	-3.2%	i	0.8
COCCSc1ccccc1C(=O)Nc1ccc([N+](=O)[O-])cc1OC	-2%	20%	-1%	-2%	-2%	-1.9%	5	665	-1.0%	i	0.6
CCO[C@@H]1OC(C(=O)N2CCOCC2)=C[C@H](c2ccc(C(F)(F)F)cc2)[C@H]1CCCO	-3%	17%	8%	16%	-9%	-0.4%	16	692	-3.0%	i	2.1
CCCCSCc1ccc(C(=O)O)o1	4%	8%	9%	10%	-4%	3.0%	4	744	-5.8%	+	2.5*	Dengue-2 NS5 capping pilot replicate=0.0
COc1ccccc1NC(=O)Cn1nnc(-c2ccccc2NC(=O)c2cnccn2)n1	4%	-4%	6%	28%	-4%	2.1%	1	650	-9.4%	i	0.3

Compounds from the list above containing an NH in an aromatic ring, in the order listed:
SMILES	Dengue-2 NS5 capping	HEK293 NOD2/NF-kB	SIAH1 antagonists	AID2073	LYP inhibition	HIV peptide binding	Hep lipid drop	Hep lipid drop cells 6.5 µM	XIAP displacement	Myeloid diff 2	Myeloid diff 2 GFP+ MAC1+ %	others
COc1cc2cc(CN(C(=O)NC3CCCCC3)C3CCCC3)c(=O)[nH]c2cc1OC	0%	-4%	4%	11%	-2%	-1.0%	/	/	-1.2%	i	1.3
CCOC(=O)c1c(C)[nH]c(C)c1S(=O)(=O)NCC1CCN(Cc2ccccc2OC)CC1	-5%	7%	-1%	14%	-1%	-1.0%	-51	761	/	i	0.8

The list goes on:
SMILES	Dengue-2 NS5 capping	HEK293 NOD2/NF-kB	SIAH1 antagonists	AID2073	LYP inhibition	HIV peptide binding	Hep lipid drop	Hep lipid drop cells 6.5 µM	XIAP displacement	Myeloid diff 2	Myeloid diff 2 GFP+ MAC1+ %	others
CC1CC2c3cccc(C(=O)O)c3C(=O)N2c2ccc(Cl)cc21 (centres undefined)	-5%	3%	10%	4%	0%	2.2%	20	727	-7.4%	i	0.1
CCCc1cc(=O)n2nc(N3CCC(C(=O)Nc4c(F)c(F)c(F)c(F)c4F)CC3)sc2n1	-5%	4%	10%	-8%	-10%	-0.2%	20	731	/	i	0.0
Cc1ccc(CCNC(=O)c2nnc(CS(=O)(=O)c3ccccc3)o2)cc1	-6%	8%	4%	9%	-12%	-0.3%	7	777	/	i	2.6
Cc1cccc(N2CCN(C(=O)CCCCCn3c(=S)[nH]c4ccc(N5CCOCC5)cc4c3=O)CC2)c1C	-10%	12µM*	1%	?	2%	-0.7%	-2	609	/	?	/
Cc1cc(C)n(CC(O)CN2c3ccccc3Sc3ccccc32)n1 (centres undefined)	1%	17%	2%	11%	-2%	2.4%	/	/	-1.3%	i	1.2
NC(=O)COC(=O)c1cccc(NS(=O)(=O)/C=C/c2ccccc2)c1	-1%	8%	4%	?	-6%	4.3%	-1	620	-5.0%	i	1.3
CCOC(=O)C1=C(C)N=c2s/c(=C/c3ccco3)c(=O)n2C1c1cccc(OC)c1 (centres undefined)	/	22%	10%	38%	11%	-1.2%	/	/	-11%	/	/
CN1CCN(c2ccc(CNC(=O)c3cc4ccccc4o3)cc2)CC1	-2%	-8%	2%	-7%	-11%	0.7%	5	729	/	i	0.2
O=C(c1cnn2c(C(F)(F)F)cc(-c3ccccc3)nc12)N1CCCc2ccccc21	-6%	-21%	-2%	40%	0%	2.8%	0	770	-3.7%	i	6.0
CCn1cc(CNCc2c(C(=O)N3CCCCC3)nc3c(C)cccn23)cn1	-9%	1%	6%	-2%	-8%	-1.3%	-19	720	-1.4%	i	0.1
CCN(CC)c1ccc(NC(=O)CCS(=O)(=O)c2cccc3nsnc23)c(C)c1	3%	11%	7%	-12%	0%	-2.7%	-2	682	-1.9%	/	/
O=C(CSc1ncc(-c2ccccc2)[nH]1)Nc1cccc(O)c1	-3%	0%	-1%	0%	-6%	-1.2%	-13	805	-8.3%	i	0.8
COc1ccc(S(=O)(=O)N(C)CC(=O)N2CCN(c3ccccc3)CC2)cc1	-8%	-25%	-3%	11%	-7%	0.0%	-10	814	/	i	1.7
Cc1cc(NC(=O)c2n[nH]c(=O)c3ccccc23)ccc1Br	/	20%	14%	19%	-1%	-1.2%	1	718	/	/	/
CN1C2C=C3C(C#N)=C(N)C(C#N)(C#N)C(c4ccc(Br)cc4)C3C1CC2 (centres undefined)	6%	16%	13%	34%	-3%	15%	-20	663	0.4%	i	0.6
Cc1cc(C)n2nc(S(=O)(=O)NC(C)(C)C)nc2n1	3%	5%	1%	-12%	-4%	0.1%	12	694	-6.3%	i	0.0
CC(C)CCN1CCN(C/C=C/c2ccco2)CC1CCO (centres undefined)	-4%	-9%	-2%	-2%	-8%	6.9%	2	649	-7.8%	i	0.7
O=C(N/N=C\c1ccc([N+](=O)[O-])o1)c1cncc(Br)c1	-4%	36%	0%	5%	-2%	28%	2	746	/	i	0.0
CCCN(CCC)C(=O)c1c(C)[nH]c(C(=O)OCC)c1C	/	0%	2%	1%	-2%	2.2%	21	663	-4.8%	i	3.0
Cn1c(CCNC(=O)c2ccccc2F)nnc1SCc1nc2ccccc2c(=O)[nH]1	2%	0%	-3%	2%	17%	1.8%	9	769	0.8%	i	11
Cc1ccc(C(=O)N/N=C\c2ccc3c(c2)OCO3)cn1	5%	19%	-2%	15%	-8%	0.2%	11	811	/	i	0.8
Cn1c(CCNC(=O)c2ccco2)nc2cc(NS(=O)(=O)c3ccccc3)ccc21	-5%	16%	2%	0%	-6%	0.5%	0	741	-1.9%	i	2.2
O=C(NC(=S)Nc1ccccc1N1CCOCC1)c1cccs1	-1%	12%	-3%	-11%	3%	-1.5%	-2	599	-0.2%	i	0.3
CCCc1nc2oc3c(OCC)ncnc3c2c2c1COC(C)(C)C2	-6%	15%	3%	-12%	-1%	0.5%	7	758	-3.3%	i	12
O=S(=O)(/N=C(\c1ccccc1)N1CCOCC1)c1ccc(Cl)cc1	3%	6%	9%	7%	-3%	0.4%	22	701	-7.2%	i	0.0
COc1ccc(NS(=O)(=O)c2ccc(NC(=S)NC(=O)c3ccc(Br)cc3)cc2)nn1	-2%	-1%	3%	-10%	2%	41%	-12	597	-3.1%	i	1.2
CC(=O)Nc1cc2cc(NS(=O)(=O)c3ccc(C)cc3)ccc2oc1=O	/	8%	16%	16%	-7%	0.7%	-24	701	/	i	0.1
O=C(COC(=O)c1cc(S(=O)(=O)N2CCCC2)ccc1O)Nc1ccc(S(=O)(=O)N2CCOCC2)cc1	-9%	6%	9%	-1%	-3%	0.3%	-34	696	/	i	1.0
CCCOC1CCCN(C(=O)CCc2nnc(-c3ccc4c(c3)OCO4)o2)C1 (centres undefined)	0%	-31%	0%	-5%	-5%	-0.5%	-2	649	/	i	1.0
Nc1nnc(SCCN2C(=O)c3ccccc3S2(=O)=O)s1	-5%	12%	1%	-1%	2%	0.8%	-5	699	-5.7%	i	1.4
CC(=O)Nc1ccc(S(=O)(=O)NCCC(=O)OCCN2C(=O)c3ccccc3C2=O)cc1	-4%	13%	2%	-4%	-4%	18%	/	/	-5.0%	i	10
COc1ccc(C(NC(=O)C(C)C)c2c(O)ccc3ccccc23)cc1 (centres undefined)	-3%	2%	12%	-1%	-4%	0.9%	-9	718	-2.8%	i	0.3
Cn1nnnc1-c1cc(Cl)cc(Cl)c1	-1%	3%	-9%	5%	-5%	-0.3%	-14	691	-4.7%	i	0.2
Cc1ccc(-c2nc(Nc3ccccc3)n[nH]2)cc1	-6%	-186%	5%	-6%	1%	0.2%	8	758	-1.0%	/	/
C=C(C)COc1ccc(-c2[nH]ncc2Oc2ccccc2OCC)c(O)c1	-11%	16%	0%	5%	2%	-2.3%	-3	870	-11%	i	0.5
COc1ccc(N(C(=O)c2snc(C(N)=O)c2N)C(C(=O)NCC2CCCO2)c2ccc(C)o2)cc1OC (centres undefined)	-2%	-102%	-1%	-6%	-4%	1.2%	-2	762	/	i	0.7
O=c1c(C=NCc2ccccc2)c(NCc2ccccc2)nc2ccccn12	-8%	-6%	2%	19%	1%	1.4%	35	683	-10%	i	0.7
COc1ccc(CCNC(=O)CN2C(=O)COc3ccc(S(=O)(=O)N4CCCC4)cc32)c(OC)c1	-12%	-3%	3%	7%	-12%	-0.2%	-7	765	/	?	/
COc1ccc(-c2noc(N3CCC(C(=O)NC(C)c4ccccc4)CC3)n2)cc1 (centres undefined)	-1%	23%	2%	-2%	-7%	0.9%	-1	783	/	i	2.1
Cc1ccc(-n2c(C)cc(C(=O)CN3CCOCC3)c2C)cc1C	-10%	-4%	7%	-8%	0%	-1.3%	3	653	-5.8%	i	0.5
Cc1ccc(NCc2nnc(SCC(=O)Nc3ncc(C)s3)n2CC2CCCO2)c(C)c1 (centres undefined)	-12%	-2%	-6%	8%	-7%	-2.1%	/	/	-2.6%	i	0.3
CC(=O)c1ccc(S(=O)(=O)Nc2cccc(-c3cn4c(n3)SCC4)c2)cc1	-3%	10%	4%	37%	-5%	-0.7%	10	719	-4.6%	i	0.3

Molecules listed so far that contain a thiophene ring, fused or not, in the order listed:
SMILES	Dengue-2 NS5 capping	HEK293 NOD2/NF-kB	SIAH1 antagonists	AID2073	LYP inhibition	HIV peptide binding	Hep lipid drop	Hep lipid drop cells 6.5 µM	XIAP displacement	Myeloid diff 2	Myeloid diff 2 GFP+ MAC1+ %	others
O=C(CCC(=O)c1cccs1)OCC(=O)N1CCN(C(=O)c2ccco2)CC1	-10%	2%	-4%	-2%	-14%	1.5%	/	/	-3.2%	i	0.8
O=C(NC(=S)Nc1ccccc1N1CCOCC1)c1cccs1	-1%	12%	-3%	-11%	3%	-1.5%	-2	599	-0.2%	i	0.3
